Assay outcomes from PubChem.
hcGAS inh = Primary biochemical luminescence assay for human cyclic GMP-AMP synthase inhibitors. Q8N884. recombinant h-cGAS, ATP depletion, Kinase-Glo luminescence. inhibition, % at 12.5 µM. hit rate 0.081% among 290,000. AID 1259398, 2018;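 note: 0% = vehicle reaction and 100% = reaction without DNA for no activity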
Target sequence (Q8N884 whole entry, looked up): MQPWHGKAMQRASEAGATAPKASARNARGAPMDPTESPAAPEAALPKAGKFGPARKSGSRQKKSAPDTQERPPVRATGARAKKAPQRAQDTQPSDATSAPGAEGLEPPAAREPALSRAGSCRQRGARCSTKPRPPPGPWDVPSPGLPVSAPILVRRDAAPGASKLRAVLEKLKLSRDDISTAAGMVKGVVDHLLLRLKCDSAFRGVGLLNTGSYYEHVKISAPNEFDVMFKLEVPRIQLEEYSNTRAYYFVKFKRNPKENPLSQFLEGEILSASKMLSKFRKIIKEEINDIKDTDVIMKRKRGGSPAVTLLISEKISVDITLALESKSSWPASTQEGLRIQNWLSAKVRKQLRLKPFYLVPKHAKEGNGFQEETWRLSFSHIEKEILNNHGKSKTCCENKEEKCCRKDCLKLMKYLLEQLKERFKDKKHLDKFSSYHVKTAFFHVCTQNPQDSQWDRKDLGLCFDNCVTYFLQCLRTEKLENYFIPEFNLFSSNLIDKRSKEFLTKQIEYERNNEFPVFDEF
NPYLR7 ag = agonists of mosquito NPYLR7 receptor, primary screen, cell-based, Aedes aegypti, calcium fluorescence, mosquito biting behavior | Aedes aegypti neuropeptide Y-like receptor 7 (NPYLR7) | activation, % at 10 µM | HEK293T NPYLR7/Galpha15, GCaMP6s calcium fluorescence | hit rate 0.15% among 270,000; in the data active = activation above about 40%;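 note: 0% = vehicle and 100% = reference agonist at the receptor; some compounds past the cut are filed as inactive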
mcGAS lum = cyclic GMP-AMP synthase inhibitors, mouse, primary biochemical chemiluminescence | recombinant cGAS, Kinase-Glo ATP depletion luminescence | hit rate 0.15% among 160,000 | inhibition, % at 12.5 µM | Q8C6L5;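 note: 0% = negative control wells and 100% = reference inhibitor with no enzyme activity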
* hit, by the source's call; · = not tested or not shown; & = joins results of further samples. Cut-off read from the data, not from the text of the source, unless noted: active = inhibition above about 40%; inactive = the rest. An unsorted share of the library. Share with any hit: about 0.29%.

1: O=C(c1ccc(F)cc1)N1CCCC(N2CCN(c3cccc(C(F)(F)F)c3)CC2)C1 (stereo unspecified)
2: Fc1ccccc1-n1c(Cc2csc3nc(-c4ccccc4)nn23)n[nH]c1=S
3: FC(F)(F)c1cccc(N2CCC(N=Cc3ccc(Br)cc3)=N2)c1
4: O=C(NCCc1nccs1)C1CCCN(C2CCN(C(=O)C3CC3)CC2)C1 (stereo unspecified)
5: COc1ccc(NC(=O)c2ccc(-c3cccc4c3CCNC4)o2)cc1
6: COc1ccc(-n2ncc3c2CC(C)(C)CC3NC(=O)c2ccc(OC)o2)cc1 (stereo unspecified)
7: COC(=O)c1sccc1NS(=O)(=O)c1ccc([N+](=O)[O-])cc1
8: CC(=O)N1N=C(c2ccco2)CC1c1ccc(Br)cc1 (stereo unspecified)
9: Cc1c(C)n2c3c(=O)n(CCN4CCOCC4)c(=O)n(C)c3nc2n1C
10: C/C=C/CSC(C)C(=O)NC1CCCC1 (stereo unspecified)
assay / compound | 1 | 2 | 3 | 4 | 5 | 6 | 7 | 8 | 9 | 10
hcGAS inh | -1 | -7 | -2 | -6 | -2 | -8 | -6 | -2 | 2 | -8
NPYLR7 ag | 7 | 5 | -2 | 4 | 3 | 17 | -8 | -4 | -5 | 17
mcGAS lum | -1 | -3 | · | -15 | · | -11 | · | · | · | ·

11: CCOC(=O)C(C)NC(=O)N1CCC2(CC1)CN(C)CCN2C (stereo unspecified)
12: COc1c(F)ccc(C(=O)N(C)C2Cc3ccccc3C2)c1F
13: O=C(CSc1nc2ccccc2s1)N=Nc1c(O)[nH]c2ccc(Br)cc12
14: CC(C)N(CC(=O)N1CCc2sccc2C1c1ccc(Cl)cc1Cl)C(=O)C1C[C@H]1c1ccccc1 (stereo partly specified)
15: O=C(O)c1ccc(N2N=C(c3ccc4c(c3)OCCO4)CCC2=O)cc1
16: COCCn1c(-c2cccnc2)n[nH]c1=S
17: C=C(C)CN(CC)S(=O)(=O)c1sc2c(c1C(=O)OC)CCN(Cc1cc(Cl)ccc1O)C2
18: CSc1nn(CC(=O)Nc2c(C)cccc2C)c(N)c1S(C)(=O)=O
19: CCc1ccccc1NS(=O)(=O)c1ccc2c(c1)CC(C)N2C(C)=O (stereo unspecified)
20: Cc1cc(C)nc(NC2=NCC(=O)N2c2ccc(C)c(Cl)c2)n1
assay / compound | 11 | 12 | 13 | 14 | 15 | 16 | 17 | 18 | 19 | 20
hcGAS inh | -3 | -2 | -2 | -2 | -1 | 0 | -5 | -6 | -12 | -6
NPYLR7 ag | · | 11 | 1 | -2 | -2 | -2 | 31 | 0 | 3 | -8
mcGAS lum | -5 | · | 1 | -5 | -7 | -6 | -8 | -7 | · | ·

21: O=C(c1cc(-c2ccco2)nn1-c1ccc([N+](=O)[O-])cc1)N1CCN(Cc2ccccc2)CC1
22: O=C(CCCSc1ccc(NC(=O)C2CC2)nn1)NC1CCCCCC1
23: Cc1ccsc1CN(Cc1ccc2c(c1)OCO2)C(=O)CN(CCN1CCOCC1)C(=O)C1CC1
24: COCCn1c(SCC(=O)Nc2ccc(Br)cc2)nc2c([nH]c3ccccc32)c1=O
25: CC(=O)c1c(C)[nH]c(C(=O)C(C)Sc2nnnn2C2CCCC2)c1C (stereo unspecified)
26: CCN(C)C(=O)c1ccc(-c2cc(O)cc(CCC3CCCCN3)c2)nc1 (stereo unspecified)
27: COCCCN(CC(=O)N1CCc2sccc2C1c1ccccc1C)C(=O)c1ccc([N+](=O)[O-])cc1 (stereo unspecified)
28: COc1ccc(Nc2cc3c(cn2)cc(-c2cnn(C)c2)n3Cc2ccccc2)cc1
29: Cc1cc(C=NNC(=O)CC23CC4CC(CC(C4)C2)C3)c(C)n1C1CC1
30: CCn1nnc(-c2ccc(O)c(N)c2)n1
assay / compound | 21 | 22 | 23 | 24 | 25 | 26 | 27 | 28 | 29 | 30
hcGAS inh | -6 | -4 | -3 | 0 | -4 | -3 | -8 | -2 | 3 | -3
NPYLR7 ag | 2 | -1 | -3 | -2 | 7 | 7 | 4 | 22 | -12 | -8
mcGAS lum | -3 | -9 | -2 | -3 | · | · | -6 | -6 | · | ·

From no. 2 to 17, copied from above:
2: Fc1ccccc1-n1c(Cc2csc3nc(-c4ccccc4)nn23)n[nH]c1=S
3: FC(F)(F)c1cccc(N2CCC(N=Cc3ccc(Br)cc3)=N2)c1
4: O=C(NCCc1nccs1)C1CCCN(C2CCN(C(=O)C3CC3)CC2)C1 (stereo unspecified)
5: COc1ccc(NC(=O)c2ccc(-c3cccc4c3CCNC4)o2)cc1
6: COc1ccc(-n2ncc3c2CC(C)(C)CC3NC(=O)c2ccc(OC)o2)cc1 (stereo unspecified)
7: COC(=O)c1sccc1NS(=O)(=O)c1ccc([N+](=O)[O-])cc1
8: CC(=O)N1N=C(c2ccco2)CC1c1ccc(Br)cc1 (stereo unspecified)
9: Cc1c(C)n2c3c(=O)n(CCN4CCOCC4)c(=O)n(C)c3nc2n1C
10: C/C=C/CSC(C)C(=O)NC1CCCC1 (stereo unspecified)
11: CCOC(=O)C(C)NC(=O)N1CCC2(CC1)CN(C)CCN2C (stereo unspecified)
12: COc1c(F)ccc(C(=O)N(C)C2Cc3ccccc3C2)c1F
13: O=C(CSc1nc2ccccc2s1)N=Nc1c(O)[nH]c2ccc(Br)cc12
assay / compound | 2 | 3 | 4 | 5 | 6 | 7 | 8 | 9 | 10 | 11 | 12 | 13
hcGAS inh | -7 | -2 | -6 | -2 | -8 | -6 | -2 | 2 | -8 | -3 | -2 | -2
NPYLR7 ag | 5 | -2 | 4 | 3 | 17 | -8 | -4 | -5 | 17 | · | 11 | 1
mcGAS lum | -3 | · | -15 | · | -11 | · | · | · | · | -5 | · | 1

14: CC(C)N(CC(=O)N1CCc2sccc2C1c1ccc(Cl)cc1Cl)C(=O)C1C[C@H]1c1ccccc1 (stereo partly specified)
15: O=C(O)c1ccc(N2N=C(c3ccc4c(c3)OCCO4)CCC2=O)cc1
16: COCCn1c(-c2cccnc2)n[nH]c1=S
17: C=C(C)CN(CC)S(=O)(=O)c1sc2c(c1C(=O)OC)CCN(Cc1cc(Cl)ccc1O)C2
assay / compound | 14 | 15 | 16 | 17
hcGAS inh | -2 | -1 | 0 | -5
NPYLR7 ag | -2 | -2 | -2 | 31
mcGAS lum | -5 | -7 | -6 | -8

Next part
31: COc1ccc(OC)c(NC(=O)CSc2nc3c(cnn3CCO)c(=O)[nH]2)c1
32: CS(=O)(=O)c1ccc(-c2csc(-c3ccc(F)cc3)n2)cc1
33: CCCCOCCOCC(=O)N1CCC(n2c(C)nc3ccc(C)cc32)CC1
34: CCOc1ccc(NC(=O)CSc2nc(=O)n(CCCN3CCOCC3)c3c2CCCC3)cc1
35: Cc1ccccc1Cn1cccc1CN(CCC(C)C)CC(O)CN1CCOCC1 (stereo unspecified)
36: CC(Oc1cccc(Cl)c1)c1nc(-c2cccnc2)n[nH]1 (stereo unspecified)
37: Cc1ccc(CN(CCc2ccccc2)C(=O)CN(C(=O)Nc2ccccc2)C(C)C)o1
38: Cc1ccc(S(=O)(=O)N(Cc2ccco2)Cc2nccn2Cc2c(C)cc(C)cc2C)cc1
39: CCOC(=O)N1CCC(N2CCN(c3nc4cc(C)ccc4o3)CC2)CC1
40: C/C(=C/C(=O)N1CCC(C(=O)N(C)C(C)C)CC1)c1ccc(F)cc1
assay / compound | 31 | 32 | 33 | 34 | 35 | 36 | 37 | 38 | 39 | 40
hcGAS inh | -1 | -7 | 0 | -5 | -4 | -9 | -7 | 4 | -4 | 0
NPYLR7 ag | 0 | -5 | 4 | -3 | 20 | 18 | -3 | -11 | 23 | 9
mcGAS lum | · | · | -3 | -5 | -4 | · | -6 | 2 | -11 | -17

41: c1ccc(Nc2ccc(-c3ccc4ccccc4c3)cn2)cc1
42: O=C(O)c1cccnc1S(=O)(=O)C(F)(F)F
43: O=C(NC1CCN(c2ccccc2C(=O)NCc2cccc(C(F)(F)F)c2)CC1)c1ccc(Cl)cc1
44: CCC(C)C(NS(=O)(=O)c1cc2ccccc2o1)C(N)=O (stereo unspecified)
45: Nc1nn(S(=O)(=O)c2ccc(F)cc2)cc1-c1cccc(F)c1
46: O=C1Nc2ccccc2C12OCC(CO)([N+](=O)[O-])CO2 (stereo unspecified)
47: O=C(O)CCCNc1ncnc2sc3c(c12)CCCC3
48: Cc1ccccc1Cn1c(C)c(N2CCOCC2)c(C)c1C(=O)NCc1cccc(C(F)(F)F)c1
49: CCOc1ccc2nc(N(Cc3cccnc3)C(=O)c3ccc4c(c3)OCCO4)sc2c1
50: C[N+](C)(C)C[C@H](O)CC(=O)O
assay / compound | 41 | 42 | 43 | 44 | 45 | 46 | 47 | 48 | 49 | 50
hcGAS inh | 2 | -8 | -2 | -7 | -8 | -9 | 4 | -3 | -5 | -3&3
NPYLR7 ag | 3 | 10 | 31 | -6 | -3 | 0 | 1 | 6 | -9 | 11
mcGAS lum | · | · | -8 | · | · | · | 4 | -5 | -8 | 0

51: COC(=O)c1ccc(Cn2nc(C3CCN(S(C)(=O)=O)CC3)n(C)c2=O)cc1
52: CCCc1ccc(C2(C)NC(=O)N(CC(=O)N3CCN(S(=O)(=O)c4ccccc4)CC3)C2=O)cc1 (stereo unspecified)
53: CCOC(=O)C(C#N)=Cc1ccc(N2CCN(C)CC2)cc1
54: O=C(NCc1ccco1)c1cccn2c(=O)c3sccc3nc12
55: CC(=O)Nc1nc(C)c(S(=O)(=O)N2CCC3(CCN(C)CC3)C2)s1
56: CN1CCN(C(=O)c2ccc(CSc3nnc(Cc4ccccc4)n3-c3cccc(C(F)(F)F)c3)cc2)CC1
57: Cc1ccccc1Cn1cnc2c(cnn2CCNC(=O)c2cc(-c3ccco3)[nH]n2)c1=O
58: CC(=O)c1c[nH]c(C(=O)NC2(C)CCS(=O)(=O)C2)c1 (stereo unspecified)
59: CC(C)N(C(=O)C1CC(=O)OC12CCCCC2)C(C)C (stereo unspecified)
60: CNc1snc(C)c1C(=O)NC(C)c1cccc(NS(C)(=O)=O)c1 (stereo unspecified)
assay / compound | 51 | 52 | 53 | 54 | 55 | 56 | 57 | 58 | 59 | 60
hcGAS inh | -4 | 1 | -1 | 9 | -5 | -10 | -2 | 3 | 3 | -4
NPYLR7 ag | -4 | 2 | -1 | 0 | 8 | 26 | -1 | 2 | 2 | -3
mcGAS lum | -5 | -3 | -4 | · | -18 | -5 | -6 | · | 0 | -11

61: O=C(CCN(CCc1ccccc1)c1nc(-c2ccco2)nc2ccccc12)NCc1ccco1
62: COc1ccc(COc2ccc(-c3noc(C)n3)cc2)cc1F
63: Cc1ccc(C(N)=O)c(N2CCC(O)(CO)CC2)n1
64: CC(=O)N1CCN(C(=S)c2cccc([N+](=O)[O-])c2)CC1
65: COCCN(Cc1ccc(C)cc1)C(=O)CC1NC(=O)c2ccccc21 (stereo unspecified)
66: CCOC(=O)Cn1nc(C(F)(F)F)c(Br)c1C1CC1
67: Cc1nn(C(=O)c2ccco2)c(C)c1CN1C(=O)c2ccccc2C1=O
68: CN(CCOc1ccccc1)C(=O)C1CC(O)CN1C(=O)OC(C)(C)C (stereo unspecified)
69: N#CC(=Cc1ccco1)c1nc(-c2ccc3c(c2)OCO3)cs1
70: CSc1nc(N2CCCCC2)c2cnn(CCNC(=O)Cc3ccc(F)cc3)c2n1
assay / compound | 61 | 62 | 63 | 64 | 65 | 66 | 67 | 68 | 69 | 70
hcGAS inh | -1 | -2 | -7 | 3 | 0 | -2 | -6 | 17 | -23 | -5
NPYLR7 ag | -30 | 0 | 4 | -3 | -1 | -1 | 4 | -3 | 16 | ·
mcGAS lum | 0 | · | · | · | · | · | · | · | -5 | -7

71: C=c1oc(C)cc1=C1NN=C(CCC(=O)N2CCCCC2c2cccnc2)O1 (stereo unspecified)
72: COc1c2c(nc3occc13)C(CC=C(C)C)(OC)C(O)CC2 (stereo unspecified)
73: O=C(CNC(=O)c1ccncc1)N=Nc1c(O)[nH]c2ccccc12
74: COC[C@@H]1[C@@H](NS(=O)(=O)c2cn(C)cn2)[C@@H]2CCO[C@H]12
75: COc1ccc(N2CCN(C(=O)C3CC=CCC3C(=O)N[C@@H]3CCCc4ccccc43)CC2)cc1 (stereo partly specified)
76: O=C(c1cc(-c2ccccc2F)nc2cc(-c3ccccc3)nn12)N1CCCCC1
77: O=C(COc1coc(CN2CCN(Cc3ccccc3)CC2)cc1=O)NC1CCCCC1
78: CCCCCCc1ccc(C(=O)N(CC(=O)Nc2cc(-c3ccccc3)nn2-c2ccccc2)Cc2ccco2)cc1
79: NS(=O)(=O)c1ccc(-c2ccc(-n3cnnn3)cc2)cc1
80: Cc1cccc(C2NC(=O)NC3=C2C(=O)N(CC2CCCO2)C3)c1 (stereo unspecified)
assay / compound | 71 | 72 | 73 | 74 | 75 | 76 | 77 | 78 | 79 | 80
hcGAS inh | -1 | -6 | -1 | -7 | -4 | -8 | -5 | -7 | -4 | 2
NPYLR7 ag | 3 | -3 | -1 | · | -10 | 14 | 3 | · | 4 | 3
mcGAS lum | -3 | -3 | 2 | -5 | · | -9 | -7 | -8 | · | -4
